# Source: PubChem (National Center for Advancing Translational Sciences (NCATS))
# 15-hLO-2 inh = blocks human 15-lipoxygenase 2 activity; O15296; Potency, µM (series often up to 57.1 µM), inactives show at the top dose activity change, negative = inhibition, actives largely listed as inhibitors; AID 881; 0.56% of 110,000 active; purified 15hLO-2, xylenol orange hydroperoxide absorbance; further: potency means the concentration at half of the fitted maximal effect; nearly all actives have a fitted effect of over 60% in size; many of its hits are not listed in these tables
#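 Enzyme 50 nM, AA 45 uM, 25 mM Hepes pH 7.5 + 0.01% Triton X-100; cpd preinc 15 min RT, rxn 90 min RT; stop/detect with 200 uM XO + 300 uM Fe(II) in 50 mM H2SO4, 30 min; A573/A405.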
# 12-hLO inh = blocks human 12-lipoxygenase activity; purified 12-hLO, xylenol orange hydroperoxide absorbance; Potency, µM (titrated, usually from 57.1 µM), for the others: top-dose activity change, negative = inhibition, actives largely listed as inhibitors; 0.12% of 150,000 active; P18054; further: potency means the concentration at half of the fitted maximal effect; nearly all actives have a fitted effect of over 55% in size; many of its hits are not listed in these tables
#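 Lipoxygenase turnover measured by absorbance at 573 and 405 nm after Fe-XO development. Human 12hLO 150 nM, arachidonate 40 uM, pH 7.0 Hepes buffer with detergent; 15 min compound preincubation, 30 min reaction.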
# IMPase inh = cell-permeable inhibitors of inositol monophosphatase (IMPase); AID 901; CHO-M1 cells, IP1 accumulation, HTRF TR-FRET ratio; inhibition (IP1 accumulation), % at 46.1 µM; 120,000 tested, under 10 active; P97697; active means well fitted curve in the direction sought with a large enough effect in the signal ratio, not every such curve was filed as active; inconclusive means small, poorly fitted or top-dose-only effect, or a change in a side signal; inactive means no such curve, though single readings can be large or run the other way; the % refers to the signal ratio;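 further: cells stimulated with carbachol in lithium chloride buffer; plate controls were DMSO basal wells for no effect and reference inhibitor wells for full effect; higher means more IMPase inhibition seen as more IP1 and lower FRET ratio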
#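 Carbachol-driven Gq signalling in CHO-M1 cells (2000/well) generates IP1. Compounds that block IMPase raise IP1 and so reduce the FRET signal from Eu-anti-IP1 and d2-IP1 after a 10 min room-temperature lysis.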
# An asterisk follows results filed as active; u = inconclusive. Unless noted, the call rests on the fitted dose curve; in most records, active means well fitted curve in the direction sought with a large enough effect; inconclusive means small, poorly fitted or top-dose-only effect, or another doubt; inactive means no such curve, though single readings can be large; an effect the other way counts as inactive or inconclusive. Unless noted, on the % scale 0 is the no-effect control and ±100 the full control effect. Not all compounds are listed; the hit share may differ from the screen's.
SMILES,15-hLO-2 inh,12-hLO inh,IMPase inh
CCOC(=O)Nc1ccc(NCc2ccc(F)cc2)nc1N,u,-5.8%,10.2
